FXIa inh: inhibitors of human coagulation factor XIa. P03951. purified FXIa, Boc-Glu-Ala-Arg-AMC fluorogenic substrate. inhibition, % at 5 µM. 0.14% of 220,000 active. AID 798;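 active = inhibition of at least 40%; inactive = inhibition below 40%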;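 note: fluorescence of freed AMC excited at 355 nm; 0% = enzyme without compound and 100% = no enzyme blank; many of its hits are not listed in these tables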
Wee1 stabilizer: human Wee1 degradation inhibition, primary screen. reporter increase, % at 5 µM. HeLa Luc-Wee1K328M stability, luciferase luminescence; 100% = proteasome inhibitor MG132 effect. P30291. 1.2% of 220,000 active;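 active = activation above the mean of all tested compounds plus 3 SD, set per screening run, cut at about 8.8% in these data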;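 note: cells exposed to compound for 20 h before luminescence read; 0% = DMSO alone and 100% = MG132 at 30 µM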
Thrombin inh: inhibitors of human thrombin | P00734 | 0.26% of 220,000 active | inhibition, % at 5 µM | AID 1046 | alpha-thrombin, Boc-VPR-AMC fluorogenic substrate cleavage;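 active = inhibition at or above 40%; inactive = inhibition below 40%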;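 note: 0% = enzyme with no compound and 100% = wells without enzyme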
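System – human alpha-thrombin · Medium – pH 7.5 Tris (50 mM) with NaCl 150 mM, Tween 20 0.05% · Compound – single-point dosing at 5 µM, 0.2% DMSO · Incubation – enzyme reaction carried out at room temperature · Technique – fluorescence of released AMC, ex 355 nm, em 460 nm · Read-out basis – % inhibition of thrombin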
Runt-CBFb FRET: blocks binding of human RUNX1 Runt domain to CBFb. Q01196+Q13951. Cerulean-Runt/Venus-CBFb FRET ratio 530/480, 1 h. inhibition, % at 20 µM. 0.46% of 220,000 active. AID 1496;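 active = inhibition over about 50% at 20 µM in the single-dose screen, limit read from the data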;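 note: 0% = DMSO wells and 100% = excess unlabeled CBFb competitor control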
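Measured by: fluorescence energy transfer, 422 nm excitation, 530/480 nm emission; test system: Cerulean-tagged RUNX1 Runt domain (FRET donor) fusion protein; buffer or medium: Tris pH 7.5 buffer with BSA; compound: one dose, 20 µM compound, 1% DMSO; times: two 1 h room-temperature incubations shielded from light; benchmarks: unlabeled CBFb 5 µM, positive control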
Runt-SMMHC FRET: inhibitors of human RUNX1 Runt domain binding to CBFb-SMMHC | AID 1434 | Cerulean-Runt/Venus-CBFb-SMMHC FRET ratio 530/480, 1 h | 0.74% of 220,000 active | inhibition, % at 20 µM | Q01196+Q13951;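 active = mean inhibition across duplicate retests at 20 µM reaching about 50%, limit read from the data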;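 note: 0% = DMSO wells and 100% = wells with excess untagged CBFb-SMMHC; inhibitors lower the FRET ratio by blocking Runt binding to CBFb-SMMHC; some results filed as inactive read as strong as hits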
Hck-Nef inh: inhibitors of human Hck kinase activated by Nef | Recombinant Hck-YEEI plus Nef, Z-Lyte FRET kinase assay | 0.68% of 220,000 active | AID 463187 | inhibition, % at 20 µM | P08631;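 active = Hck-Nef kinase inhibition above about 50%, limit read from the data; inactive = inhibition below that limit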;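 note: 0% = DMSO with Hck plus Nef and 100% = Hck alone without Nef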
Target sequence (P08631 whole entry, looked up): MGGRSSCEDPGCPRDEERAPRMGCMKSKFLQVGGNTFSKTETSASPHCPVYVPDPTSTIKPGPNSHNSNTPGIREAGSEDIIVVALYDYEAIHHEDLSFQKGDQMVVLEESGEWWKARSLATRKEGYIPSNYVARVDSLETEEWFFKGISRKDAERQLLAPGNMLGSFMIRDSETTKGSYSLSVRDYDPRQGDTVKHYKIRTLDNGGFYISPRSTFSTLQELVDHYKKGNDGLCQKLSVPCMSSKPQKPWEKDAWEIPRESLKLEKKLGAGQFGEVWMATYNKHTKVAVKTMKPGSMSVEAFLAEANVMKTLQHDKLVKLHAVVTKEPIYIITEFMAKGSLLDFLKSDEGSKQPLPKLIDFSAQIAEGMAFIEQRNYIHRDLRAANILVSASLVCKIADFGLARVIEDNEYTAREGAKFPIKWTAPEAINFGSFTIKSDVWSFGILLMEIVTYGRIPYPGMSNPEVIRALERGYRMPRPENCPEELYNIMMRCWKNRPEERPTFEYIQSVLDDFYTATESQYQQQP
14-3-3 Bad PPI: disrupts binding of bovine 14-3-3 zeta to phospho-Bad peptide. P63103. TR-FRET 14-3-3zeta/Dy647-pBad peptide displacement, 1 h. inhibition, % at 21.7 µM. 0.71% of 220,000 active. AID 781;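 active = inhibition above about 70%, limit read from the data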;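 note: 0% = full 14-3-3 plus peptide FRET controls and 100% = background without 14-3-3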
Target sequence (P63103 whole entry, looked up): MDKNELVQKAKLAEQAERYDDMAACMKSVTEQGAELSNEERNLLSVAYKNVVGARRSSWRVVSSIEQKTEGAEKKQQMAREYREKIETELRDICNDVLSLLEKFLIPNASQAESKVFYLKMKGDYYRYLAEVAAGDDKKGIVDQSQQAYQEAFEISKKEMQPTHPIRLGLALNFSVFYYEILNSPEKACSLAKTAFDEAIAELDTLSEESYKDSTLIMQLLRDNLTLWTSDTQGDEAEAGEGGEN
FXIIa inh: blocks human coagulation factor XIIa protease activity; purified FXIIa, Boc-QGR-AMC fluorogenic substrate, 2 h; 0.3% of 220,000 active; inhibition, % at 5 µM; AID 800; in the data active = inhibition above about 40%;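 note: 0% = enzyme with no compound and 100% = blank without enzyme; many of its hits are not listed in these tables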
KLK5 inh: kallikrein 5 (human) inhibition. 0.59% of 210,000 active. Q9Y337. recombinant hK5, fluorogenic AMC substrate cleavage. inhibition, % at 5 µM;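 active = inhibition of 40% or more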;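 note: 0% = enzyme controls without compound and 100% = no-enzyme blanks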
Target sequence (Q9Y337 67-293 limits assumed): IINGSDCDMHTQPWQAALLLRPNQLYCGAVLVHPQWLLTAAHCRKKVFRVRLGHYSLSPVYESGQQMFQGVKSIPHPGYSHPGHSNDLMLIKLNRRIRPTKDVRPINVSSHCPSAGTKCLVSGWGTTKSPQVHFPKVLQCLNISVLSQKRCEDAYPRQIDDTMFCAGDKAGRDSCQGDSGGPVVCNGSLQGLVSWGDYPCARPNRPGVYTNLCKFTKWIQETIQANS
Active calls of the source: *; [ ] = remark or other dose.

How did Cc1ccc(N)cc1S(=O)(=O)N(C)C do in these assays?
FXIa inh: -1; Wee1 stabilizer: 0; Thrombin inh: -11; Runt-CBFb FRET: 0; Runt-SMMHC FRET: 2; Hck-Nef inh: 18; 14-3-3 Bad PPI: -7; FXIIa inh: 7; KLK5 inh: 0

How did Cc1ccc2cc(CCNC(=O)c3ccc(C)c([N+](=O)[O-])c3)c(=O)[nH]c2c1 do in these assays?
FXIa inh: 2; Wee1 stabilizer: -4; Thrombin inh: -5; Runt-CBFb FRET: -2; Runt-SMMHC FRET: 0; Hck-Nef inh: -3; 14-3-3 Bad PPI: 3[fluorescence artefact?]; FXIIa inh: 5; KLK5 inh: -15

What do the screens show for `C/C(=N/NC(=O)c1cnccn1)c1ccncc1`?
FXIa inh: -1; Wee1 stabilizer: 1; Thrombin inh: 5; Runt-CBFb FRET: 0; Runt-SMMHC FRET: 1; Hck-Nef inh: -60; 14-3-3 Bad PPI: -9; FXIIa inh: 11; KLK5 inh: 4

Results for COC(=O)[C@@]1(Cc2ccc(F)cc2)[C@H]2c3cc(C(=O)N(C)C)n(CCc4ccccn4)c3C[C@H]2CN1C(=O)c1ccccc1 ?
FXIa inh: 7; Wee1 stabilizer: -2; Thrombin inh: 3; Runt-CBFb FRET: -5; Runt-SMMHC FRET: -8; Hck-Nef inh: -2; 14-3-3 Bad PPI: -13; FXIIa inh: 17; KLK5 inh: 0

Results for CC(c1ccccc1)n1c(-c2cccs2)nc2c(c(=O)c3ccccc3n2C)c1=O (stereo not drawn) ?
FXIa inh: -5; Wee1 stabilizer: 0; Thrombin inh: -7; Runt-CBFb FRET: 0; Runt-SMMHC FRET: -2; Hck-Nef inh: 14; 14-3-3 Bad PPI: 5; FXIIa inh: 1; KLK5 inh: -2

Results for O=C1CN(C(=O)COC(=O)C2=COCCO2)c2ccccc2N1 ?
FXIa inh: -6; Wee1 stabilizer: -4; Thrombin inh: -1; Runt-CBFb FRET: -2; Runt-SMMHC FRET: 1; Hck-Nef inh: -1; 14-3-3 Bad PPI: -1; FXIIa inh: 12; KLK5 inh: -14

How did COc1ccccc1CO/N=C/c1cccn1-c1nccc(N(C)C)c1C#N do in these assays?
FXIa inh: 2; Wee1 stabilizer: -1; Thrombin inh: 1; Runt-CBFb FRET: -1; Runt-SMMHC FRET: 0; Hck-Nef inh: 0; 14-3-3 Bad PPI: 9; FXIIa inh: 11; KLK5 inh: 0

Results for Nc1nonc1-n1nnc(C(=O)N/N=C/c2cccnc2)c1CSC1=NCCS1 ?
FXIa inh: 3; Wee1 stabilizer: 0; Thrombin inh: -2; Runt-CBFb FRET: 2; Runt-SMMHC FRET: 0; Hck-Nef inh: 1; 14-3-3 Bad PPI: -10; FXIIa inh: 6; KLK5 inh: -1

Results for Cc1c(Cl)cccc1Nc1nc(N)nc(CSc2nc3ccccc3s2)n1 ?
FXIa inh: 1; Wee1 stabilizer: -1; Thrombin inh: -7; Runt-CBFb FRET: 3; Runt-SMMHC FRET: 2; Hck-Nef inh: 0; 14-3-3 Bad PPI: 8[fluorescence artefact?]; FXIIa inh: 5; KLK5 inh: -6

How did Cc1cc(=O)c(C(=O)O)nn1-c1ccccc1 do in these assays?
FXIa inh: -2; Wee1 stabilizer: -1; Thrombin inh: -4; Runt-CBFb FRET: 3; Runt-SMMHC FRET: -4; Hck-Nef inh: 20; 14-3-3 Bad PPI: -2; FXIIa inh: 4; KLK5 inh: 0

Results for COc1ccccc1N1CCN(C(=O)C2CCN(S(=O)(=O)N3CCOCC3)CC2)CC1 ?
FXIa inh: -6; Wee1 stabilizer: 1; Thrombin inh: -7; Runt-CBFb FRET: -3; Runt-SMMHC FRET: 2; Hck-Nef inh: -3; 14-3-3 Bad PPI: 6; FXIIa inh: 3; KLK5 inh: -10

Results for O=C(Nc1cccc(S(=O)(=O)NC2=NCCCCC2)c1)c1cc(-c2ccccc2Cl)nc2ccccc12 ?
FXIa inh: -1; Wee1 stabilizer: 0; Thrombin inh: -7; Runt-CBFb FRET: -1; Runt-SMMHC FRET: 3; Hck-Nef inh: 3; 14-3-3 Bad PPI: -11; FXIIa inh: 6; KLK5 inh: -17

How did CC1(C)CC(=O)C(C=NCCN2CCN(CC(=O)Nc3ccc(F)cc3)CC2)=C(O)C1 do in these assays?
FXIa inh: 1; Wee1 stabilizer: 3; Thrombin inh: -1; Runt-CBFb FRET: -2; Runt-SMMHC FRET: -1; Hck-Nef inh: 17; 14-3-3 Bad PPI: 4; FXIIa inh: 14; KLK5 inh: -2

How did COc1ccc(/C=N/N2CCN(C)CC2)c(OC)c1OC do in these assays?
FXIa inh: -1; Wee1 stabilizer: 6; Thrombin inh: -1; Runt-CBFb FRET: -38; Runt-SMMHC FRET: 3; Hck-Nef inh: 15; 14-3-3 Bad PPI: 3; FXIIa inh: 10; KLK5 inh: -7

How did NCc1ccc2[nH]c(=O)[nH]c2c1 do in these assays?
FXIa inh: -7; Wee1 stabilizer: 0; Thrombin inh: 4; Runt-CBFb FRET: -1; Runt-SMMHC FRET: -2; Hck-Nef inh: 19; 14-3-3 Bad PPI: -21; FXIIa inh: 7; KLK5 inh: -10

The list goes on; it opens with the 2 that closed the last part.
How did COc1ccc(/C=N/N2CCN(C)CC2)c(OC)c1OC do in these assays?
FXIa inh: -1; Wee1 stabilizer: 6; Thrombin inh: -1; Runt-CBFb FRET: -38; Runt-SMMHC FRET: 3; Hck-Nef inh: 15; 14-3-3 Bad PPI: 3; FXIIa inh: 10; KLK5 inh: -7

How did NCc1ccc2[nH]c(=O)[nH]c2c1 do in these assays?
FXIa inh: -7; Wee1 stabilizer: 0; Thrombin inh: 4; Runt-CBFb FRET: -1; Runt-SMMHC FRET: -2; Hck-Nef inh: 19; 14-3-3 Bad PPI: -21; FXIIa inh: 7; KLK5 inh: -10

Results for CCOC(=O)c1sc2nc(N3CCOCC3)c3c(c2c1N)CCC3 ?
FXIa inh: -15; Wee1 stabilizer: 2; Thrombin inh: -7; Runt-CBFb FRET: -8; Runt-SMMHC FRET: -5; Hck-Nef inh: 3; 14-3-3 Bad PPI: 20[fluorescence artefact?]; FXIIa inh: -1; KLK5 inh: -42

Results for Cc1ccc(Cl)c(OCCN2CCCC(C)C2)c1 (stereo not drawn) ?
FXIa inh: -3; Wee1 stabilizer: -2; Thrombin inh: -6; Runt-CBFb FRET: -2; Runt-SMMHC FRET: -1; Hck-Nef inh: 6; 14-3-3 Bad PPI: 51; FXIIa inh: 5; KLK5 inh: -20

What do the screens show for `Cc1ccc(S(=O)(=O)Nc2ccc(NC(=O)CN3CCCCC3)c(Cl)c2)cc1`?
FXIa inh: -1; Wee1 stabilizer: 1; Thrombin inh: -2; Runt-CBFb FRET: 3; Runt-SMMHC FRET: -6; Hck-Nef inh: -2; 14-3-3 Bad PPI: 12; FXIIa inh: 9; KLK5 inh: 10

Results for CCOC(=O)c1[nH]c(C)c(CN(C(C)=O)c2ccc(OCC)cc2)c1C ?
FXIa inh: 9; Wee1 stabilizer: 13*; Thrombin inh: 9; Runt-CBFb FRET: -2; Runt-SMMHC FRET: -1; Hck-Nef inh: 7; 14-3-3 Bad PPI: 10; FXIIa inh: 11; KLK5 inh: 23

Results for O=C(Nc1ncn[nH]1)c1cc(S(=O)(=O)Nc2ccc(Cl)cc2)ccc1Cl ?
FXIa inh: 5; Wee1 stabilizer: 0; Thrombin inh: -4; Runt-CBFb FRET: 0; Runt-SMMHC FRET: 3; Hck-Nef inh: 7; 14-3-3 Bad PPI: -20; FXIIa inh: 16; KLK5 inh: -13

Results for CC1CCc2nn(CC(=O)NCCCN3CCOCC3)cc2C1 (stereo not drawn) ?
FXIa inh: 0; Wee1 stabilizer: -2; Thrombin inh: 8; Runt-CBFb FRET: -1; Runt-SMMHC FRET: 0; Hck-Nef inh: 16; 14-3-3 Bad PPI: -3[fluorescence artefact?]; FXIIa inh: 5; KLK5 inh: -8

Results for CCCCCCOc1ccc(N2C(=O)CC(N(CCc3ccc(S(N)(=O)=O)cc3)C(C)=O)C2=O)cc1 (stereo not drawn) ?
FXIa inh: 1; Wee1 stabilizer: -3; Thrombin inh: -2; Runt-CBFb FRET: -16; Runt-SMMHC FRET: -12; Hck-Nef inh: 2; 14-3-3 Bad PPI: -11; FXIIa inh: 5

How did COc1ccc(CCNc2ccc(N3C(=O)CC(C)C3=O)cc2[N+](=O)[O-])cc1 (stereo not drawn) do in these assays?
FXIa inh: 1; Wee1 stabilizer: 0; Thrombin inh: 1; Runt-CBFb FRET: -8; Runt-SMMHC FRET: -1; Hck-Nef inh: 2; 14-3-3 Bad PPI: -5; FXIIa inh: 14

What do the screens show for `O=C1CC(Cc2ccccc2)C(=O)N1c1ccc(Cl)cn1` (stereo not drawn)?
FXIa inh: 3; Wee1 stabilizer: 1; Thrombin inh: 4; Runt-CBFb FRET: 1; Runt-SMMHC FRET: 4; Hck-Nef inh: -2; 14-3-3 Bad PPI: -3; FXIIa inh: 13; KLK5 inh: -9

How did COc1cc(OC)cc(C(=O)NNC(=O)c2ccccc2Br)c1 do in these assays?
FXIa inh: -4; Wee1 stabilizer: 4; Thrombin inh: 89*; Runt-CBFb FRET: 1; Runt-SMMHC FRET: 1; Hck-Nef inh: -1; 14-3-3 Bad PPI: -1[fluorescence artefact?]; FXIIa inh: 1; KLK5 inh: 31

Results for CC1(C)CC(=O)c2c(n(-c3cccc4ccccc34)ccc2=O)C1 ?
FXIa inh: 7; Wee1 stabilizer: -1; Thrombin inh: 4; Runt-CBFb FRET: 1; Runt-SMMHC FRET: -1; Hck-Nef inh: 1; 14-3-3 Bad PPI: -3; FXIIa inh: 13; KLK5 inh: -5

How did N#Cc1c(NC(=O)C2CC(Cl)=CCC2C(=O)O)sc2c1CCCCC2 (stereo not drawn) do in these assays?
FXIa inh: -2; Wee1 stabilizer: 8; Thrombin inh: -11; Runt-CBFb FRET: 2; Runt-SMMHC FRET: -2; Hck-Nef inh: 23; 14-3-3 Bad PPI: -5; FXIIa inh: 7; KLK5 inh: 1

How did O=S(=O)(c1ccc(NC(=S)NN=C(C2CC2)C2CC2)cc1)N1CCOCC1 do in these assays?
FXIa inh: 6; Wee1 stabilizer: -1; Thrombin inh: 3; Runt-CBFb FRET: 42; Runt-SMMHC FRET: 5; Hck-Nef inh: -5; 14-3-3 Bad PPI: -3; FXIIa inh: 14; KLK5 inh: -9

Results for Cc1sc2ncnc(-n3cnc4ccccc43)c2c1C ?
FXIa inh: -8; Wee1 stabilizer: -2; Thrombin inh: -2; Runt-CBFb FRET: 0; Runt-SMMHC FRET: 4; Hck-Nef inh: 1; 14-3-3 Bad PPI: 43; FXIIa inh: -5; KLK5 inh: 7

Results for CCCOC(=O)c1ccc(Oc2c(-c3ccc(OC)cc3O)n[nH]c2C)cc1 ?
FXIa inh: -10; Wee1 stabilizer: 1; Thrombin inh: -4; Runt-CBFb FRET: -1; Runt-SMMHC FRET: 0; Hck-Nef inh: -1; 14-3-3 Bad PPI: -2; FXIIa inh: -2; KLK5 inh: 35

How did O=C(Nc1cc2c(=O)n(-c3ccc(Oc4ccccc4)cc3)ccc2oc1=O)c1ccccc1 do in these assays?
FXIa inh: -9; Wee1 stabilizer: 1; Thrombin inh: -6; Runt-CBFb FRET: 21; Runt-SMMHC FRET: 62*; Hck-Nef inh: 21; 14-3-3 Bad PPI: -9; FXIIa inh: -2; KLK5 inh: -14
